Wee1 degr inh = Wee1 degradation inhibitors, primary screen, cell-based, HeLa, Wee1K328M-luciferase, luminescence; HeLa Luc-Wee1K328M stability; 100% = proteasome inhibitor MG132 effect; reporter increase, % at 5 µM; Wee1-like protein kinase (Homo sapiens), P30291; 220,000 tested, 1.2% active;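 active = activation above the mean of all tested compounds plus 3 SD, set per screening run, cut at about 8.8% in these data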;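 note: cells exposed to compound for 20 h before luminescence read; 0% = DMSO alone and 100% = MG132 at 30 µM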
hK5 inh = human KLK5 protease inhibitors, primary screen, biochemical, 1536-well | recombinant hK5, fluorogenic AMC substrate cleavage | inhibition, % at 5 µM | 210,000 tested, 0.59% active | AID 873, 2007;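 active = inhibition of 40% or more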;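 note: 0% = enzyme controls without compound and 100% = no-enzyme blanks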
Target sequence (Q9Y337 67-293 limits assumed): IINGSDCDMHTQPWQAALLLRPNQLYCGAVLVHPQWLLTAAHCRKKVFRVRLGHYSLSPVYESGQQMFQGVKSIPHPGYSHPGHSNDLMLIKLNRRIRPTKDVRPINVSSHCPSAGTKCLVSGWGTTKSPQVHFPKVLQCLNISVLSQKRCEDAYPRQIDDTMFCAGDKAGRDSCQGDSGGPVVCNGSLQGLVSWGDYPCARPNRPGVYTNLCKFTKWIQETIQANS
FXIa inh 1536 = human FXIa protease inhibitors, primary screen, biochemical, 1536-well; AID 798, 2007; 220,000 tested, 0.14% active; inhibition, % at 5 µM; purified FXIa, Boc-Glu-Ala-Arg-AMC fluorogenic substrate; Coagulation factor XI (Homo sapiens), P03951;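 active = inhibition of at least 40%; inactive = inhibition below 40%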;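 note: fluorescence of freed AMC excited at 355 nm; 0% = enzyme without compound and 100% = no enzyme blank; many of its hits are not listed in these tables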
Runt-CBFb FRET = inhibitors of RUNX1 Runt–CBFb binding, primary screen, biochemical, FRET, Cerulean-Runt, Venus-CBFb, uHTS. Runt-related transcription factor 1 (Homo sapiens) + Core-binding factor subunit beta …. Cerulean-Runt/Venus-CBFb FRET ratio 530/480, 1 h. inhibition, % at 20 µM. 220,000 tested, 0.46% active. AID 1496, 2009;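 active = inhibition over about 50% at 20 µM in the single-dose screen, limit read from the data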;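 note: 0% = DMSO wells and 100% = excess unlabeled CBFb competitor control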
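test system = Cerulean-tagged RUNX1 Runt domain (FRET donor) fusion protein | reagent = Venus-CBFb binding partner, 100 nM | incubation = protein complex preformed 1 h, compound exposure 1 h, room temperature, dark | detection = FRET fluorescence | read-out basis = loss of energy transfer signal | controls = 5 µM unlabeled CBFb as full-inhibition high control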
thrombin 1536 = human alpha-thrombin inhibitors, primary screen, counter-screen for coagulation protease inhibitor project, biochemical, 1536-well, fluorogenic AMC substrate; inhibition, % at 5 µM; Boc-VPR-AMC fluorogenic substrate cleavage; AID 1046, 2008; 220,000 tested, 0.26% active; Prothrombin (Homo sapiens), P00734;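 active = inhibition at or above 40%; inactive = inhibition below 40%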;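 note: 0% = enzyme with no compound and 100% = wells without enzyme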
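signal = AMC fluorescence, 355/460 nm | material = human alpha-thrombin enzyme | control set = enzyme without compound as high, wells lacking enzyme as low | times = reaction at room temperature | read-out basis = percent inhibition scaled between no-compound controls and no-enzyme blanks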
Runt-SMMHC FRET = inhibitors of RUNX1 Runt–CBFb-SMMHC binding, primary screen, biochemical, FRET, Cerulean-Runt, Venus-CBFb-SMMHC, uHTS; AID 1434, 2008; Runt-related transcription factor 1 (Homo sapiens) + Core-binding factor subunit beta …; Cerulean-Runt/Venus-CBFb-SMMHC FRET ratio 530/480, 1 h; inhibition, % at 20 µM; 220,000 tested, 0.74% active;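 active = mean inhibition across duplicate retests at 20 µM reaching about 50%, limit read from the data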;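 note: 0% = DMSO wells and 100% = wells with excess untagged CBFb-SMMHC; inhibitors lower the FRET ratio by blocking Runt binding to CBFb-SMMHC; some results filed as inactive read as strong as hits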
14-3-3 Bad inh = inhibitors of 14-3-3 zeta/Bad binding, primary screen, biochemical, TR-FRET, bovine 14-3-3 zeta. 220,000 tested, 0.71% active. AID 781, 2007. inhibition, % at 21.7 µM. TR-FRET 14-3-3zeta/Dy647-pBad peptide displacement, 1 h. 14-3-3 protein zeta/delta (Bos taurus), P63103;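 active = inhibition above about 70%, limit read from the data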;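 note: 0% = full 14-3-3 plus peptide FRET controls and 100% = background without 14-3-3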
Target sequence (P63103 whole entry, looked up): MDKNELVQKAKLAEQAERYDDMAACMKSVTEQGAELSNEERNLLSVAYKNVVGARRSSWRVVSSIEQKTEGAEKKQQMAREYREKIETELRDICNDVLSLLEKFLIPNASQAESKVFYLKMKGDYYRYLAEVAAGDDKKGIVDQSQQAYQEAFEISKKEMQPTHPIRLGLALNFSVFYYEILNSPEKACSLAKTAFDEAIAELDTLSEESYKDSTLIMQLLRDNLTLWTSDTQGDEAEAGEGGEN
FXIIa inh = human FXIIa protease inhibitors, primary screen, biochemical, 1536-well. 220,000 tested, 0.3% active. AID 800, 2007. purified FXIIa, Boc-QGR-AMC fluorogenic substrate, 2 h. inhibition, % at 5 µM. Coagulation factor XII (Homo sapiens), P00748; in the data active = inhibition above about 40%;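 note: 0% = enzyme with no compound and 100% = blank without enzyme; many of its hits are not listed in these tables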
Hck-Nef inh = inhibitors of Nef-activated human Hck kinase, primary screen, biochemical, Z-Lyte FRET, 384-well, Hck-YEEI; Tyrosine-protein kinase HCK (Homo sapiens), P08631; inhibition, % at 20 µM; 220,000 tested, 0.68% active; AID 463187, 2010; Recombinant Hck-YEEI plus Nef, Z-Lyte FRET kinase assay;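 active = Hck-Nef kinase inhibition above about 50%, limit read from the data; inactive = inhibition below that limit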;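 note: 0% = DMSO with Hck plus Nef and 100% = Hck alone without Nef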
Target sequence (P08631 whole entry, looked up): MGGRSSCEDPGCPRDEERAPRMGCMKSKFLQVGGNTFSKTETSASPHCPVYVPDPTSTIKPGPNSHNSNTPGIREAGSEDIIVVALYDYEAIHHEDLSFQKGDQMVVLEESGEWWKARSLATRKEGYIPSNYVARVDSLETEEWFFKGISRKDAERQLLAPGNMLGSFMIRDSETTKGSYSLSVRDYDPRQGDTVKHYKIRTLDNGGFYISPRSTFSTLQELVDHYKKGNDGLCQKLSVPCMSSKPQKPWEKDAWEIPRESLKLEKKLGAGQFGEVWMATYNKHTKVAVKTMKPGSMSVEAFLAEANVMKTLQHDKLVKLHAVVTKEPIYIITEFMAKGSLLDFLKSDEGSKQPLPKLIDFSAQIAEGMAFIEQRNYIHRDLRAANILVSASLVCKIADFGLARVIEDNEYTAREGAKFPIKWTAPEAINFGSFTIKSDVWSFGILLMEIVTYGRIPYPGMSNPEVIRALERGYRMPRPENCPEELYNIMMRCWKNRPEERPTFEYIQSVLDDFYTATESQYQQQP
* = called active by the depositor; . = no result given; [ ] = another dose, or the depositor's remark. Compounds were not picked by outcome, and some 4.2% of all compounds hit somewhere here.

Each structure is followed by: Wee1 degr inh, hK5 inh, FXIa inh 1536, Runt-CBFb FRET, thrombin 1536, Runt-SMMHC FRET, 14-3-3 Bad inh, FXIIa inh, Hck-Nef inh
O=S1(=O)NC(=NCCOCCO)c2ccccc21
→ 2.2, ., 1.4, 2.0, 0.0, 0.0, -3.0, 8.1, -1.9
CC1(c2nnc(-c3ccc(Cl)cc3)o2)CC(c2ccc([N+](=O)[O-])cc2)=NO1 (stereo not drawn)
→ ., -0.8, -1.8, 3.4, -6.6, -1.6, 12.0, 0.9, 17.2
COc1ccc(OCC(=O)NNC(=O)c2ccc(-c3ccccc3)cc2)cc1
→ 3.2, 5.4, 0.0, 0.3, -6.7, -2.3, 28.6, 1.1, 0.3
COc1ccc(NC(=O)C2OCCc3ccccc32)c(OC)c1 (stereo not drawn)
→ -0.3, -4.6, 3.9, 0.6, 7.7, -4.4, -5.2, -4.1, 4.8
O=C(/C=C/c1ccco1)NCc1ccccn1
→ -4.1, 5.2, -1.2, 2.9, -10.7, -3.7, -10.8, 6.7, 24.2
Cc1cnc(C(=O)OCC(=O)Nc2ccc(Cl)cc2Cl)cn1
→ 3.4, 1.6, -6.1, -0.8, -3.9, 4.3, 9.3, 6.9, 1.2
CC(C)CNc1nnnc2c1sc1nc(N3CCOCC3)c3c(c12)CC(C)(C)SC3
→ 1.0, -21.8, -13.6, -4.1, 7.4, -93.1, -6.9, 0.0, 0.7
O=C(CN1CCOCC1)Nc1ccccc1-c1ccccc1
→ -2.8, 0.0, 3.2, 0.2, 5.1, -2.4, -5.7[fluorescence artefact?], 18.8, 0.2
C=CCc1cccc2cc(C(=O)OCC(=O)c3ccccc3)c(=O)oc12
→ -1.4, 6.6, 5.4, 2.1, 3.2, -5.5, 9.6, 14.4, -19.0
O=C(COC(=O)C1CC1)Nc1ncc(C(F)(F)F)cc1Cl
→ -2.8, 0.6, -0.7, -8.0, -6.5, -18.2, -5.8, 7.3, 20.0
C=C(C)c1cccc(C(C)(C)NC(=O)N(Cc2ccccc2)Cc2ccco2)c1
→ 16.2*, -15.8, 1.1, 1.5, -5.8, -1.3, 0.4, -11.8, -14.2
COc1ccc(C(=O)N(CN2CCCC2=O)c2cc(C)on2)cc1OC
→ 0.6, 1.7, 0.0, 0.0, 4.4, 3.5, -7.3[fluorescence artefact?], 5.1, 0.6
O=C(NC1CCCCC1)C(c1ccncc1)N(C(=O)Cn1nnc(-c2cccs2)n1)C1CCCC1 (stereo not drawn)
→ 2.7, -20.1, -2.7, -3.4, -3.3, -1.0, -3.5, 2.5, -20.0
Cc1nc([N+](=O)[O-])c(Br)n1CC(=O)c1ccc(Br)cc1
→ 0.6, -4.9, 1.4, 5.1, -1.1, 2.4, -1.0, -8.8, -1.9
Cc1ccc(NC(=O)CSc2nnc(-c3cnccn3)n2Cc2ccco2)cc1
→ 0.7, -21.1, -9.3, 9.5, -14.1, 5.7, -7.8, 8.5, 3.6
CCOC(=O)c1c(NC(C)=O)sc2c(OC(C)=O)cccc12
→ -1.4, 1.9, -0.4, 0.1, 5.0, 5.3, -0.7[fluorescence artefact?], 20.1, 0.7
O=C1OC(c2ccccc2)c2ccccc21 (stereo not drawn)
→ -3.5, -3.5, 5.6, -3.0, -0.1, -3.2, 5.8, 12.7, 2.6
O=C(NCCCCCCNC(=O)c1ccc(Br)s1)c1ccc(Br)s1
→ -2.8, -11.8, -2.3, -4.9, -4.4, -11.0, 13.9[fluorescence artefact?], 7.5, 9.5
Cc1cc2nc(C)c(=O)n(C)c2cc1C
→ -2.1, -6.6, 12.7, -0.2, 0.9, -1.1, -8.8, 16.7, 5.8
O=C(CCCN1C(=O)c2cccc3cccc(c23)C1=O)NC1CCS(=O)(=O)C1 (stereo not drawn)
→ -1.3, -4.8, -5.6, ., -3.5, ., -3.7, 5.9, 16.5
CCc1ccc(-c2cc(C(=O)N/N=C/c3ccco3)[nH]n2)cc1
→ 1.1, -16.4, 0.1, -1.4, 1.2, 0.9, 3.8, 15.3, 11.6
COc1ccccc1NC(=O)C1=C(C)N(c2ccccc2)C(=S)NC1c1cccc(C(F)(F)F)c1 (stereo not drawn)
→ -1.2, -34.7, 3.2, 2.8, 1.7, -3.4, -23.1[fluorescence artefact?], 0.2, 3.2
CCCC/S(CC1CC1(Cl)Cl)=N\S(=O)(=O)c1ccc(C)cc1 (stereo not drawn)
→ -0.1, -11.8, 16.6, -3.1, 4.7, -4.8, 1.9, 38.4, -1.1
O=C1/C(=C/c2cccs2)CCC1C1CCCC1 (stereo not drawn)
→ -0.2, -4.2, 1.0, -2.0, -9.0, 1.2, -13.9, 8.0, 26.0
O=C(c1ccccc1)N1CCN(S(=O)(=O)c2cccc(NS(=O)(=O)c3ccccc3)c2)CC1
→ 2.2, ., -4.3, -0.8, -7.1, -3.6, 3.9, 3.1, -4.3
Cc1csc(=O)n1CC(=O)OCc1cccc2ccccc12
→ -2.0, -0.1, -7.1, -0.5, -3.9, 2.8, 9.9, 1.8, 4.3
CC(C)c1cc(CNC(=O)CC2C(=O)NCCN2CC2CCCCC2)on1 (stereo not drawn)
→ -2.2, ., 2.0, -2.3, -0.2, -0.3, -19.9, 11.3, -1.0
CC(C)c1ccc(NC(=O)COC(=O)COc2ccccc2)cc1
→ -2.0, 11.4, -6.8, 4.2, -9.6, -1.4, 0.5, 1.4, -0.3
Cc1ccc(CC(=O)OCCNC(=O)c2cccnc2)cc1
→ 6.7, -18.3, 4.0, -0.8, -5.5, -1.2, 56.7, 19.0, 1.7
CCC(C)(C)C1CCc2c(sc(NC(=O)c3ccoc3C)c2C(N)=O)C1 (stereo not drawn)
→ -2.1, 3.6, -5.9, 2.5, 0.3, 42.4, -6.6, -13.1, -18.6
CCOC(=O)CNS(=O)(=O)c1ccc(C(=O)O)cc1
→ 2.3, -24.4, -5.6, -2.5, -5.8, 0.7, -0.7, 2.7, 1.4
COc1cc(NC(=O)N[C@H](C(=O)O)C(C)C)cc(OC)c1
→ 1.6, -3.2, 4.1, -1.0, 2.0, -0.9, -11.3, 12.7, 0.3
CCOC(=O)C(=O)Nc1ccccc1C(N)=O
→ 0.3, -10.4, 1.6, 0.0, -2.2, -4.8, -8.3, 19.2, -1.2
CCOC(=O)N1CCC(N2Cc3cccc(C(=O)NCc4ccc(OC)cc4)c3C2=O)CC1
→ -3.0, -18.5, 4.3, -6.4, -0.3, 1.6, -1.6, 9.0, 2.7
S=C(NNc1nc(Nc2ccccc2)nc(N2CCCCC2)n1)NC1CCCCC1
→ 2.8, -14.4, -3.9, 3.6, -6.4, 5.3, -15.0, 5.1, 14.1
C=CCn1c(SCC2CCCCO2)nc2sc(CC)cc2c1=O (stereo not drawn)
→ 1.0, -2.3, -3.8, -2.9, -7.7, 2.6, -1.7, 0.7, 24.6
COc1ccccc1CNC(=O)CC(C)C
→ -2.2, -9.6, 0.6, -2.9, 1.6, -7.9, 5.0, 7.7, 0.8
CSc1ncccc1C(=O)OCC(=O)N1CCOCC1
→ 0.6, -9.8, 6.8, -0.2, 2.7, 1.6, -1.3, 19.4, -0.6
COc1ccc(CC(=O)Nc2ccc(C(=O)O)cc2NC(=O)Cc2ccc(OC)cc2)cc1
→ 0.2, 7.0, 3.8, -2.0, -10.1, 0.3, -5.1, 5.8, 15.6
CCCOc1ccc(N2CC(C(=O)Nc3ncccc3C)CC2=O)cc1 (stereo not drawn)
→ -1.3, 5.9, 19.9, -0.5, 7.5, 1.8, 1.9, 13.8, 0.9

2 entries drawn at random from the list so far, as already listed:
Each structure is followed by: Wee1 degr inh, hK5 inh, FXIa inh 1536, Runt-CBFb FRET, thrombin 1536, Runt-SMMHC FRET, 14-3-3 Bad inh, FXIIa inh, Hck-Nef inh
Cc1csc(=O)n1CC(=O)OCc1cccc2ccccc12
→ -2.0, -0.1, -7.1, -0.5, -3.9, 2.8, 9.9, 1.8, 4.3
C=CCn1c(SCC2CCCCO2)nc2sc(CC)cc2c1=O (stereo not drawn)
→ 1.0, -2.3, -3.8, -2.9, -7.7, 2.6, -1.7, 0.7, 24.6

Look-ups from the entries so far.
In thrombin 1536, C=C(C)c1cccc(C(C)(C)NC(=O)N(Cc2ccccc2)Cc2ccco2)c1 is entered as -5.8
In FXIa inh 1536, O=C(CN1CCOCC1)Nc1ccccc1-c1ccccc1 is entered as 3.2
In 14-3-3 Bad inh, CC(C)c1ccc(NC(=O)COC(=O)COc2ccccc2)cc1 is entered as 0.5
In FXIa inh 1536, O=S1(=O)NC(=NCCOCCO)c2ccccc21 is entered as 1.4

Following part
Each structure is followed by: Wee1 degr inh, hK5 inh, FXIa inh 1536, Runt-CBFb FRET, thrombin 1536, Runt-SMMHC FRET, 14-3-3 Bad inh, FXIIa inh, Hck-Nef inh
CC1(C)CC(=O)c2cnc(N3CCc4ccccc43)nc2C1
→ 4.4, 0.9, -10.7, 1.0, -9.0, -0.4, -0.3, -2.7, -7.6
COc1ccccc1Cn1cnc2cccnc21
→ 2.3, -20.9, -12.7, 2.3, -3.5, -0.3, -0.9, 8.4, 3.5
COc1ccc(-c2noc(-c3cc(Cl)ccc3Cl)n2)cc1OC
→ 3.2, 4.8, 3.6, 0.3, 3.0, 9.9, 0.8, 9.3, 0.8
COc1ccc(CCNC(=O)Cn2c(=O)n(CC3CCCO3)c(=O)c3cc(OC)c(OC)cc32)cc1OC (stereo not drawn)
→ -0.7, -0.7, -3.2, 0.0, -1.2, 0.7, 3.8, 8.7, -3.1

Bioassay records: PubChem, several laboratories
